Screening data (PubChem BioAssay)
Rev-erbA mod: modulators of Rev-erb alpha DNA binding, primary screen, biochemical, FITC-DNA, fluorescence polarization, uHTS | activity, % at 10 µM | Nuclear receptor subfamily 1 group D member 1 (Homo sapiens), P20393 | 0.79% of 370,000 active | Rev-erbα–FITC-DNA binding, 90 min | AID 1259318, 2017;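 active = activity above about 14%, limit read from the data; passing the limit was not always enough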;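 note: 0% = DMSO wells with 35 nM protein and 100% = DMSO wells with 750 nM protein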
Target sequence (P20393 whole entry, looked up): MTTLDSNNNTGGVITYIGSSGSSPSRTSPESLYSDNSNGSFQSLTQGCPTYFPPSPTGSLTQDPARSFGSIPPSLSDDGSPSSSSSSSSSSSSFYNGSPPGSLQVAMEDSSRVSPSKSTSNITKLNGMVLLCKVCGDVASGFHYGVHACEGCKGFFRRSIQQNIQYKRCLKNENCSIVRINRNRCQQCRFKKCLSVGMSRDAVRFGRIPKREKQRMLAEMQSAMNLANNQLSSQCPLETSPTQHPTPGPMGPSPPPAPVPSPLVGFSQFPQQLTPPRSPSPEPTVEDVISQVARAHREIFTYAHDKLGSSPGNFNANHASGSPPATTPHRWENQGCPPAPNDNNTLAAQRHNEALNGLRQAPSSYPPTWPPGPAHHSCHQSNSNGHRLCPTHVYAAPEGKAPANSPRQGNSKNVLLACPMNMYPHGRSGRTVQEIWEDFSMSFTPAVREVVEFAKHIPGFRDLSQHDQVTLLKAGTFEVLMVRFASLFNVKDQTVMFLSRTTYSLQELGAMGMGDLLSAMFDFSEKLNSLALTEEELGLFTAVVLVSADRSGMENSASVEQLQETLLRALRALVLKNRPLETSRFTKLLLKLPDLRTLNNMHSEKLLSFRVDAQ
HTRA1 inh: HTRA1 serine protease inhibitors, primary screen, biochemical, fluorescence polarization, HTS; inhibition, % at 5.96 µM; Q92743; recombinant HTRA1, FP-rhodamine activity-based probe; 0.5% of 340,000 active; AID 504803, 2011; in the data active = inhibition above about 36%;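 note: 0% = enzyme with DMSO and 100% = wells lacking enzyme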
Target sequence (Q92743 whole entry, looked up): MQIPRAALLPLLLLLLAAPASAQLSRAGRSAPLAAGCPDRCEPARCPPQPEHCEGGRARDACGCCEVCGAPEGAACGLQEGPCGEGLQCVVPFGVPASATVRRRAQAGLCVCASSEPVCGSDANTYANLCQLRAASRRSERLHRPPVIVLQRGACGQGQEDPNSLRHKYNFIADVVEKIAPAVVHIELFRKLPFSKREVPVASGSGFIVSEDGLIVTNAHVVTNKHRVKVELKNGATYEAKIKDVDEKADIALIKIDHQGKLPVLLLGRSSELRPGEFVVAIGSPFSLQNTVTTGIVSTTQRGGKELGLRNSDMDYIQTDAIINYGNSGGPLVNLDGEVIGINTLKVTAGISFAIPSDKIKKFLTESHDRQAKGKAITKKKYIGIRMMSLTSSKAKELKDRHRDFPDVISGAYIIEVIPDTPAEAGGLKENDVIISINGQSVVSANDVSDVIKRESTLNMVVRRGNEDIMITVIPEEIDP
GC-A act: GC-A stimulated cGMP production enhancers – HEK293 GC-A cells, cGMP TR-FRET, EC30 ANP, primary screen; 0.14% of 370,000 active; activation, % at 10 µM; AID 1671463, 2021; Atrial natriuretic peptide receptor 1 (Homo sapiens), P16066; 0% at EC30 ANP, 100% saturating ANP; in the data active = activation above about 40%
SMARCA2 act: SMARCA2 (BRM) function activators, primary screen, cell-based, luminescence, high throughput; AID 652017, 2013; activation, % at 9.1 µM; 1% of 370,000 active; MG213 cells, MMTV-luciferase reporter, dexamethasone, overnight; in the data active = activation above about 7.8%;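 note: 0% = vehicle wells and 100% = reference activator wells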
rCAG binder: binders of r(CAG) RNA repeats, primary screen, biochemical, fluorescence. AID 651821, 2012. r(CAG) RNA repeat, TO-PRO-1 dye displacement fluorescence. inhibition, % at 3 µM. 1.3% of 370,000 active;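 active = inhibition above the plate cutoff, the mean of all test compounds on that plate plus 3 SD, cut at about 35% in these data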;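 note: 0% = DMSO alone and 100% = 100 µM mitoxantrone as full dye displacement; higher means more dye released from RNA so lower well fluorescence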
NPR2 activator: human GC-B receptor activators, primary screen, HEK293 GC-B cells, cGMP TR-FRET, EC30 CNP. 0.11% of 370,000 active. activation, % at 10 µM. Atrial natriuretic peptide receptor 2 (Homo sapiens), P20594. 0% at EC30 CNP, 100% saturating CNP;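 active = activation at 10 µM reaching about 35% in either raw or pattern-adjusted values, limit read from the data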
mABHD4 FP: ABHD4 inhibitors, primary screen, biochemical, fluorescence polarization, mouse | (Lyso)-N-acylphosphatidylethanolamine lipase (Mus musculus), Q8VD66 | purified mABHD4, FP-Rh probe fluorescence polarization | inhibition, % at 8.92 µM | 0.54% of 370,000 active;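 active = inhibition exceeding the mean over every tested compound plus 3 SD, cut at about 30% in these data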;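 note: 0% = plate median of compound wells and 100% = S159A mutant with DMSO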
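Test system: mABHD4 protein; Read-out basis: % inhibition; Incubation: 45 min + 60 min at 25 °C; Repeats: single replicate; Technique: fluorescence polarization with parallel and perpendicular emission, 525/598 nm; Compound: 8.92 µM, single dose; Benchmarks: full inhibition S159A mutant plus DMSO, zero as sample-well median.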
PG9 binder: binders of HIV-1 gp120 antibody PG9, primary screen, biochemical, TR-FRET. HIV-1 gp120 / PG9 antibody interaction. TR-FRET gp120-PG9 antibody binding. inhibition, % at 6.7 µM. 0.43% of 360,000 active. AID 624416, 2012; in the data active = inhibition above about 8.5%
ASAP1 inh: inhibitors of human ASAP1 ArfGAP activity, primary screen, biochemical, fluorescence polarization. Arf-GAP with SH3 domain, ANK repeat and PH domain-containing protein 1 (Homo sapiens), …. ASAP1-stimulated ARF1 GTP hydrolysis, GDP FP detection. inhibition, % at 16.5 µM. 0.19% of 360,000 active; in the data active = inhibition above about 25%;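 note: 0% = vehicle with enzyme and substrate and 100% = no enzyme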
ARFGAP1 inhibitor: inhibitors of rat ARFGAP1 GAP activity, primary screen, biochemical, fluorescence polarization, GDP tracer; ADP-ribosylation factor GTPase-activating protein 1 (Rattus norvegicus), Q62848; Arfgap1-stimulated ARF1 GTP hydrolysis, GDP FP detection; inhibition, % at 16.5 µM; 0.26% of 360,000 active;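 active = inhibition above a per-plate limit, mean inhibition of low control wells plus 3 SD, cut at about 25% in these data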;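 note: 0% = DMSO wells with enzyme and 100% = wells lacking Arfgap1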
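Material: rat Arfgap1 catalytic domain, aa 1-136; also added: human ARF1(Δ1-17)-GTP substrate; compound dosing: one concentration, 16.5 µM, DMSO 1.26%; incubation: GTP hydrolysis reaction 2 h at 25 °C; measured by: Tracer-displacement fluorescence polarization with EDTA stop, 620/688 nm; evaluation: % inhibition from polarization; repeats: one replicate per compound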
Starred values were filed as active, the others as inactive; nt = not tested or not shown.

SMILES	Rev-erbA mod	HTRA1 inh	GC-A act	SMARCA2 act	rCAG binder	NPR2 activator	mABHD4 FP	PG9 binder	ASAP1 inh	ARFGAP1 inhibitor
COc1ccc(-c2nn(-c3ccccc3)cc2/C=C(\CC(=O)O)c2nc3ccccc3s2)cc1OC	1	-49	-6	2	53*	1	-1	1.8	-4	-16
CC1C(=O)C(C)C(c2ccc(Br)cc2)NC1c1ccc(Br)cc1 (stereo unspecified)	2	-21	39	-3	-1	2	1	-2.1	-10	12
Cc1cc(NC(=O)c2ccc(S(=O)(=O)N3CCc4ccccc43)cc2)no1	4	-37	-10	-4	12	-3	-9	-1.1	-7	6
COc1ccc(NC(=O)CSc2nc3cccnc3n2C)cc1	-3	-5	2	-2	0	0	-1	0.7	-3	-5
CC1(C)CC(=O)C2=C(C1)Nc1ccccc1NC2c1ccc([N+](=O)[O-])cc1 (stereo unspecified)	2	0	-4	-3	-3	-2	-1	-1.8	-3	5
CC(=O)CC(C)(C)S(=O)(=O)c1ccc(NC(C)=O)cc1	4	-4	2	-1	0	-3	4	-0.6	-8	8
O=C(NCCN1CCOCC1)c1ccc2c(c1)N(Cc1ccccc1)CCS2	0	8	-1	-1	-4	-2	5	-0.6	13	0
Cc1cccc(N2C(=O)N3[C@H](c4ccc(F)cc4)[C@@H]4C(=O)N(C5CCCCC5)C(=O)[C@@H]4[C@]3(Cc3ccccc3)C2=O)c1	-4	-60	-9	4	3	-11	-2	-2.2	1	3
CCN(CC)C(=O)[C@H]1C[C@H](CC(=O)NCCC2=CCCCC2)C(=O)N2CCc3c([nH]c4ccc(Cl)cc34)[C@]12C	0	-2	-6	-2	2	-12	1	-0.5	7	10
Cc1sc2ncnc(NCC(O)c3ccccc3)c2c1C (stereo unspecified)	-7	-4	-10	-3	0	-6	1	1.1	10	16
CN1CCN(c2ccc(S(=O)(=O)N3CCOCC3)cc2NC(=O)C2CCCCC2)CC1	-2	0	-6	-4	2	3	-9	0.3	-4	-10
COc1ccc(CCN(C(=O)C(F)(F)F)C(C(=O)NC2CCCC2)c2cccs2)cc1OC (stereo unspecified)	2	-14	4	4	-6	-7	-14	-1.2	-24	-9
Cc1cc(NS(=O)(=O)c2ccc(NC(=O)C(C)Oc3ccccc3Cl)cc2)no1 (stereo unspecified)	-1	-2	-2	-1	36*	0	-11	1.7	-3	-6
COc1ccc(C(C)(O)c2nc(-c3ccc(OC)nc3)cs2)cc1 (stereo unspecified)	-2	nt	2	-1	0	0	-1	0.3	18	0
O=C(O)CCC(=O)Nc1ccccc1C(=O)NCc1ccccc1	-7	12	1	-2	-1	-1	7	0.0	-10	-3
COc1cccc(NC(=O)COc2ccc(S(=O)(=O)NC(C)C)cc2)c1	6	-1	-6	0	-3	5	-5	-2.6	0	-1
COc1ccc(-c2nn(CCC(=O)O)cc2CCC(=O)O)cc1	13	0	-2	3	-1	-2	-4	-0.2	7	-13
COC(=O)[C@]12CCCCC=C1N(Cc1ccc(OC)cc1)C(=O)[C@@H]2CC(=O)N1CCSCC1	0	nt	-2	-3	2	3	1	nt	nt	nt
COc1ccc(CCNC(=O)CSC(=O)c2ccccc2)cc1OC	4	-2	3	-1	5	0	-1	-0.1	22	9
Cc1cc(/C=C2\SC(=S)NC2=O)c(C)n1-c1ccc(O)cc1	-8	-18	-6	5	49*	2	35*	-3.3	9	7
CCN(CC)CCNC(=O)C1(O)c2cc(Br)ccc2NC(=O)N1c1cccc(OC)c1 (stereo unspecified)	-2	5	1	-1	-1	2	-2	0.6	0	4
O=C(CN1CCN(c2ccc(O)cc2)CC1)Nc1cc(S(=O)(=O)N2CCOCC2)ccc1Cl	-2	9	-3	0	9	3	12	-1.3	-5	19
Cc1cccc(CCNC(=O)Cn2nc(-c3ccccc3)ccc2=O)c1	1	nt	0	-1	2	2	-1	nt	nt	nt
CCOC(=O)c1cc(-c2ccc(/C=C3/C(=O)N(c4ccc(C(=O)O)cc4)N=C3C)o2)ccc1Cl	-5	-3	18	5	4	13	0	-1.0	6	-7
c1ccc2c(c1)OCC(c1csc3ncnc(N4CCCC4)c13)O2 (stereo unspecified)	6	-13	2	0	-9	-5	-14	-3.0	-1	8

A second format for 2 compounds above:
smiles | Rev-erbA mod | HTRA1 inh | GC-A act | SMARCA2 act | rCAG binder | NPR2 activator | mABHD4 FP | PG9 binder | ASAP1 inh | ARFGAP1 inhibitor
CCN(CC)C(=O)[C@H]1C[C@H](CC(=O)NCCC2=CCCCC2)C(=O)N2CCc3c([nH]c4ccc(Cl)cc34)[C@]12C | 0 | -2 | -6 | -2 | 2 | -12 | 1 | -0.5 | 7 | 10
Cc1sc2ncnc(NCC(O)c3ccccc3)c2c1C (stereo unspecified) | -7 | -4 | -10 | -3 | 0 | -6 | 1 | 1.1 | 10 | 16

(further entries)
SMILES	Rev-erbA mod	HTRA1 inh	GC-A act	SMARCA2 act	rCAG binder	NPR2 activator	mABHD4 FP	PG9 binder	ASAP1 inh	ARFGAP1 inhibitor
Cc1noc(C)c1NC(=O)Nc1ccc2c(c1)CC(=O)N([C@H](C)CO)C[C@@H](C)[C@H](CN(C)CC1CCCCC1)O2	1	-7	3	1	-8	1	8	-1.8	5	1
CCC1=NN2C(=N)/C(=C\c3cccn3-c3ccc(Br)cc3)C(=O)N=C2S1	-5	0	-5	1	4	1	-3	-0.2	-9	8
CC1(C)SC(=S)N(/N=C/c2cccnc2)C1N(O)C(=O)NC1CCCCC1 (stereo unspecified)	1	7	-2	-3	-5	0	-2	-2.7	5	9
COc1ccc(/C=C2/CCc3ccccc3C2=O)cc1CN1CCOCC1	2	-9	3	8.0*	-3	5	-5	-2.4	1	-4
C=CCn1c(C(CCCC)CC(C)O)n[nH]c1=S (stereo unspecified)	-3	3	-3	-3	2	3	-8	-1.3	-8	2
Cc1ccc(NC(=O)CO/N=C(\N)c2nonc2N)cc1	0	-2	5	1	1	2	1	-0.9	4	0
CC1CC1C(=O)OCC(=O)NCc1ccc(Cl)cc1Cl (stereo unspecified)	-5	8	0	-3	-2	-4	-7	1.3	0	2
Cc1ccc(NC(=O)COC(=O)C2CC2)c(Br)c1	-4	1	2	-1	-1	-1	4	0.2	13	2
COc1ccc(C)cc1S(=O)(=O)NCCC1=CCCCC1	-4	-1	-6	-3	-4	-1	1	0.6	1	-2
Cc1ccc(S(=O)(=O)Nc2nc3ccccc3nc2NCC2CCCO2)c(C)c1 (stereo unspecified)	5	3	2	-6	31	-4	-11	1.0	14	-4
CC(C(=O)NCC1CCCCC1)N1CCN(S(=O)(=O)/C=C/c2ccccc2)CC1 (stereo unspecified)	-3	-10	-6	2	-4	-2	-3	-1.9	-5	1
COc1cc(/C=N/NC(=O)c2ccc(Cn3cc([N+](=O)[O-])cn3)o2)cc(Br)c1O	5	5	-3	2	5	-5	6	-10	-7	3
O=C(Nc1ccc2[nH]c3c(c2c1)CCCC3)c1ccco1	-2	2	-5	6	2	1	-3	-0.6	1	-2
NC(=NCCc1ccc(Cl)cc1)NS(=O)(=O)c1ccccc1	-4	7	-5	0	0	-5	1	-1.5	-5	-13
CC(=O)C1=C(O)C(=O)N(CCN2CCOCC2)C1c1ccccc1 (stereo unspecified)	-4	11	0	-1	-2	-1	0	-0.5	-4	-6
c1ccc2c(-c3cccc4nccn34)cncc2c1	0	nt	-4	-3	3	3	-4	-1.9	-8	-11
CCN(CC)CCn1c(=N)n(CC(O)c2ccco2)c2ccccc21 (stereo unspecified)	2	1	2	0	1	0	-7	-2.0	14	15
CCO[C@@H]1OC(C(N)=O)=C[C@H](C(C)(C)C)[C@H]1CCCO	-3	10	2	1	-4	4	8	-0.5	-9	-5
O=C(CCN1C(=O)c2ccccc2C1=O)N1CCN(C2c3ccccc3-c3ccccc32)CC1	3	-10	-11	-1	1	-2	4	-1.2	1	2
Cc1ccc(CN2CC(=O)N3[C@H]4c5cc(C)ccc5OC[C@@H]4[C@H](c4ccccc4)[C@]3(C)C2=O)cc1	-1	-78	-4	-1	5	-2	-5	0.3	-8	3
O=C(Cc1cccc(NC(=O)C2CCCN(C(=O)C3CCCC3)C2)c1)Nc1cccc(C(=O)N2CCOCC2)c1 (stereo unspecified)	-2	6	1	-5	4	2	6	-0.2	9	2
CCOC(=O)C1=CNS(=O)(=O)NC1c1ccc(C(=O)OC)cc1 (stereo unspecified)	-7	3	3	-2	2	-2	-1	-2.4	4	10
Cc1cccc(C)c1N1CCN(C(=O)N2CCOCC2)CC1	3	5	1	1	-8	9	2	0.0	10	7
CCCCCn1c(=O)[nH]c2cc(C(=O)NCCCN(C)Cc3ccccc3)ccc2c1=O	1	-5	-8	0	-6	-4	0	1.2	-1	-7

Structural class: those above containing a nitro group on carbon.
SMILES	Rev-erbA mod	HTRA1 inh	GC-A act	SMARCA2 act	rCAG binder	NPR2 activator	mABHD4 FP	PG9 binder	ASAP1 inh	ARFGAP1 inhibitor
CC1(C)CC(=O)C2=C(C1)Nc1ccccc1NC2c1ccc([N+](=O)[O-])cc1 (stereo unspecified)	2	0	-4	-3	-3	-2	-1	-1.8	-3	5
COc1cc(/C=N/NC(=O)c2ccc(Cn3cc([N+](=O)[O-])cn3)o2)cc(Br)c1O	5	5	-3	2	5	-5	6	-10	-7	3

Random excerpt: 2 records from the list
SMILES	Rev-erbA mod	HTRA1 inh	GC-A act	SMARCA2 act	rCAG binder	NPR2 activator	mABHD4 FP	PG9 binder	ASAP1 inh	ARFGAP1 inhibitor
CC(=O)C1=C(O)C(=O)N(CCN2CCOCC2)C1c1ccccc1 (stereo unspecified)	-4	11	0	-1	-2	-1	0	-0.5	-4	-6
CCOC(=O)C1=CNS(=O)(=O)NC1c1ccc(C(=O)OC)cc1 (stereo unspecified)	-7	3	3	-2	2	-2	-1	-2.4	4	10

Compounds listed so far containing a thiophene ring, fused or not, in the order listed:
SMILES	Rev-erbA mod	HTRA1 inh	GC-A act	SMARCA2 act	rCAG binder	NPR2 activator	mABHD4 FP	PG9 binder	ASAP1 inh	ARFGAP1 inhibitor
Cc1sc2ncnc(NCC(O)c3ccccc3)c2c1C (stereo unspecified)	-7	-4	-10	-3	0	-6	1	1.1	10	16
COc1ccc(CCN(C(=O)C(F)(F)F)C(C(=O)NC2CCCC2)c2cccs2)cc1OC (stereo unspecified)	2	-14	4	4	-6	-7	-14	-1.2	-24	-9
c1ccc2c(c1)OCC(c1csc3ncnc(N4CCCC4)c13)O2 (stereo unspecified)	6	-13	2	0	-9	-5	-14	-3.0	-1	8
